AmpC detergent = inhibitors of E. coli AmpC beta-lactamase with detergent; P00811; AmpC hydrolysis of nitrocefin, absorbance 480 nm, 0.01% Triton; Potency, µM (titrated, usually from 114 µM), for the others: top-dose activity change, negative = inhibition, usual class: inhibitors; actives 0.041% (n = 370,000);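 further: potency means the concentration at half of the fitted maximal effect; 0% = no-compound wells and -100% = no-enzyme wells; nearly all actives have a fitted effect of over 25% in size; some results filed as inactive show a strong effect at the top dose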
Target sequence (P00811 whole entry, looked up): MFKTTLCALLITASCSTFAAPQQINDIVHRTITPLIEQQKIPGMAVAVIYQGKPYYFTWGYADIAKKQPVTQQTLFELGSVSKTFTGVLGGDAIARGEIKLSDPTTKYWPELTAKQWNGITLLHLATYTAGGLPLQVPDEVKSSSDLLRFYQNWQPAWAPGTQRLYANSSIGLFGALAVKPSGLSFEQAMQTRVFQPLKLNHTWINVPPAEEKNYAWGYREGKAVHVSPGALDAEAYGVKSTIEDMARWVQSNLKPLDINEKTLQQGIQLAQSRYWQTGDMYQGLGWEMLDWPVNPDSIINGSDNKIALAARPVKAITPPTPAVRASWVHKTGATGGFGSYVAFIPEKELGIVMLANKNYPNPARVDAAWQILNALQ
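AmpC (5.3 nM in the dispensed reagent) in 20 mM phosphate pH 7.0 with 0.01% (detergent screen) or 0.0001% Triton X-100 was preincubated with compounds for 15 min at room temperature. Nitrocefin was then added from an 800 uM solution, and hydrolysis was followed at 480 nm.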
LmPK inh = blocks Leishmania mexicana pyruvate kinase activity | purified LmPK, Kinase-Glo ATP luminescence, 1 h | Potency, µM (top dose mostly 57.5 µM), inactives show at the top dose activity change, negative = inhibition, most hits filed as inhibitors | actives 0.37% (n = 290,000) | AID 1721; further: potency means the concentration at half of the fitted maximal effect
Target sequence (Q27686 whole entry, looked up): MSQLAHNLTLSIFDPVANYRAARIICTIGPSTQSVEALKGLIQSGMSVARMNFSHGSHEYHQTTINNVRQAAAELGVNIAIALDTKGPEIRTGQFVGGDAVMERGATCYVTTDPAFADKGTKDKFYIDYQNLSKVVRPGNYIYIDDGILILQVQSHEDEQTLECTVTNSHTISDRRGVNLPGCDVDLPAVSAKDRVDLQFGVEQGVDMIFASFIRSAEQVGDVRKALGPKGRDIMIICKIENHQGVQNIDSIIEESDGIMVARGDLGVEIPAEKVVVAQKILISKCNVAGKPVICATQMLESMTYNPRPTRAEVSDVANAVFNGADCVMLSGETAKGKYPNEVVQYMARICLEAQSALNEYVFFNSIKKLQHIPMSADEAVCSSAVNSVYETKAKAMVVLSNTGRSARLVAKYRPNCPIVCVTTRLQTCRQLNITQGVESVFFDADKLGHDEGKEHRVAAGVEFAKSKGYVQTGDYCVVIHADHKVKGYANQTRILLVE
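Purified LmPK (0.1 nM) converted ADP (0.1 mM) to ATP with PEP (0.5 mM) in imidazole buffer pH 7.2 with KCl and MgCl2, 1 h at room temperature. ATP was read by Kinase-Glo luminescence; data normalized to uninhibited and no-enzyme controls.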
HCV inhibitor = inhibitors of hepatitis C virus infection; Huh7.5.1 HCVcc-Cre infection, luciferase reporter, 44 h; actives 3.4% (n = 340,000); Potency, µM (top dose mostly 41.8 µM), for inactives: top-dose activity change, negative = inhibition, usual class: inhibitors; further: potency means the concentration at half of the fitted maximal effect
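Compounds are dispensed onto cells plated 4 h earlier at 1,000 per well, with HCVcc-Cre virus (about 0.5 moi) added next. Following 44 h of culture, luminescent signal is measured for 15 sec after 15 min with substrate at room temperature.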
Tb PYK inh = T. brucei pyruvate kinase inhibition. Q57TT1. TbPYK enzyme, Kinase-Glo Plus ATP luminescence, 45 min. Potency, µM (series often up to 76.8 µM), inactives show at the highest dose activity, negative = inhibition, most hits filed as inhibitors. actives 0.12% (n = 410,000). AID 624173; further: potency means the concentration at half of the fitted maximal effect; nearly all actives have a fitted effect of over 50% in size
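Glycolytic pyruvate kinase of T. brucei was incubated with substrate, test compound and 130 uM ADP for 45 minutes at room temperature. Luminescent Kinase-Glo Plus signal was measured after 10 minutes.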
AMA1 RON2 block = disrupts binding of P. falciparum AMA1 to RON2; AlphaScreen AMA1-biotinylated RON2 peptide binding; Potency, µM (highest dose often 58.2 µM), without a hit: top-dose activity change, negative = inhibition, actives largely listed as inhibitors; actives 0.2% (n = 360,000); AID 720542;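 further: potency means the concentration at half of the fitted maximal effect; 0% = vehicle wells and -100% = peptide control; nearly all actives have a fitted effect of over 45% in size; some results filed as inactive show a strong effect at the top dose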
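AMA1 (3D7) with his tag at 25 nM final met compounds first, then biotinylated RON2 peptide at 25 nM; detection used donor plus acceptor beads, 10 µg/mL apiece, read by AlphaScreen after 30 min at room temperature.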
AmpC inh no detg = blocks E. coli AmpC beta-lactamase in detergent-free assay. Potency, µM (top dose mostly 57.1 µM), for inactives: at the highest dose activity change, negative = inhibition, actives largely listed as inhibitors. actives 0.52% (n = 330,000). AID 485341. AmpC nitrocefin hydrolysis, absorbance 480 nm, 0.0001% Triton. P00811;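 further: potency means the concentration at half of the fitted maximal effect; plate controls were no compound for no effect and no enzyme for full effect; nearly all actives have a fitted effect of over 20% in size; some results filed as inactive show a strong effect at the top dose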
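20 mM phosphate pH 7.0 + 0.01% (detergent screen) or 0.0001% Triton X-100; 5.3 nM AmpC reagent; cpd preinc 15 min RT; nitrocefin (800 uM stock) to start; A480 q20 s × 4 min; Activity was normalised to no-enzyme and no-compound control wells.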
HCMV inh = inhibitors of human cytomegalovirus. AID 1259415. activity change, negative = inhibition, % at 57.5 µM. HFF cells, HCMV-luciferase reporter, 72 h; hits give low values. actives 4.5% (n = 410,000); in the data active means activity change below about -60%; inconclusive means no clear call, values can overlap the other calls; inactive means above about -39%
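HFF cells seeded 16 h at 37C, treated with compounds, infected with luciferase-reporter HCMV at MOI 1 PFU/cell; luciferase read at 72 h post infection, normalized to buffer-only and Salinomycin controls.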
* hit, by the source's call; ? = inconclusive; . = no result given; [ ] = another dose, or the depositor's remark. Unless noted, the call rests on the fitted dose curve; in most records, active means well fitted curve in the direction sought with a large enough effect; inconclusive means small, poorly fitted or top-dose-only effect, or another doubt; inactive means no such curve, though single readings can be large; an effect the other way counts as inactive or inconclusive. Unless noted, on the % scale 0 is the no-effect control and ±100 the full control effect.

SMILES | AmpC detergent | LmPK inh | HCV inhibitor | Tb PYK inh | AMA1 RON2 block | AmpC inh no detg | HCMV inh
Cn1c(/C(C#N)=C/c2ccc(-c3ccc(S(N)(=O)=O)cc3)o2)nc2ccccc21 | -16.5% | -1.2% | ? | 3.9% | 0.0% | 20µM* | -26.0
CC(=O)N1c2ccc(S(=O)(=O)NCc3ccc(Cl)cc3)cc2CC1C (stereo unspecified) | 2.5% | . | . | 4.4% | . | . | -37.7
CCn1cc(C(=O)O)c(=O)c2cc(F)c(N3CCN(S(=O)(=O)c4ccc(NC(=O)OC)cc4)CC3)cc21 | -6.2% | 5.5% | 14.6% | -0.9% | 5.6% | -3.6% | -63.0*
CCNC(=O)c1cnc2sc(N3CCC(C)CC3)nn2c1=O | 3.5% | . | . | -0.9% | . | . | 27.3
CN(C)c1ccc(NC(=O)COC(=O)c2cc(=O)c3ccccc3o2)cc1 | -11.7% | 0.8% | 4.7% | -4.5% | -7.0% | -23.2% | -12.8
O=c1c(Cc2c(F)cccc2Cl)c(O)ccn1CC1CCCO1 (stereo unspecified) | -5.9% | -0.8% | 11.2% | -2.2% | -5.8% | -0.4%[2.29 µM] | ?
CCOC(=O)c1cc(CN2CCOCC2)oc1-c1ccccc1 | -1.7% | 0.9% | 12.0% | 6.0% | 7.7% | 24.0% | 9.4
COc1ccc(NC(=O)CSc2nc3ccccc3nc2N2CCCC2)cc1Cl | -4.6% | -0.3% | ? | -4.3% | 73.6%[activator] | -52.5% | -12.1
Cn1c(=O)n(CC(=O)Nc2cccnc2)c2ccccc21 | . | . | 0.7% | -2.8% | 2.3% | . | -12.6
Cc1nc(N2CCOCC2)c2c(C(=O)N3CCN(c4ccc(Cl)cc4)CC3)c(C)oc2n1 | 25.3% | . | . | -5.4% | . | . | -17.8
O=C(CCc1nc2ccccc2[nH]c1=O)N/N=C/c1ccccc1 | -1.0% | 0.1% | 4.4% | 0.3% | -4.9% | -17.3% | -21.7
COCc1cc(=O)n2[nH]c(-c3cccs3)cc2n1 | -7.5% | -3.6% | 17.0% | 0.7% | 2.4% | -16.1% | 70.0
O=C(O)c1ccc(N/N=C/C(Br)=C/c2ccccc2)cc1 | -3.2% | -4.8% | 11.6% | -9.3% | 4.3% | -56.9% | 54.4
Cc1ccc(NC(=O)CSc2nc3ccc(Br)cc3[nH]2)c(C)c1 | -7.0% | . | . | 5.6% | . | . | -29.1
CCCc1cc(=O)[nH]c(SCc2nc(-c3ccccc3)no2)n1 | 16.2% | . | . | 2.7%[15.4 µM] | . | . | 0.0
CC1CCCCC1NC(=O)COC(=O)C12CC3CC(CC(Cl)(C3)C1)C2 (stereo unspecified) | -0.7% | 2.8% | 6.8% | 1.9% | 1.1% | -0.4% | -11.0
O=C(Cc1cccc(NC(=O)C2CCCN(C(=O)C3CCCCC3)C2)c1)Nc1cccc(C(=O)N2CCCCC2)c1 (stereo unspecified) | . | . | -19.6%[8.37 µM] | 1.0% | -3.6% | . | -8.7
C#CCOCCOCCOCCNc1nc(N2CCN(C(=O)CCCCCCCCCCNC(=O)[C@H]([C@@H](C)CC)n3cc(CCCCCN)nn3)CC2)nc(N2CCN(C(=O)CCCCCCCCCCNC(=O)[C@H](CO)n3cc(CCCCCN)nn3)CC2)n1 | ? | . | ? | -6.9% | -28.8% | 222.1%[activator] | .
CCC(Sc1ncccc1C(=O)OC(C)C)C(=O)NCc1ccco1 (stereo unspecified) | -2.6% | 4.9% | -0.6% | -12.5% | 3.5% | -9.2% | 18.7
Cc1cccc(C)c1-n1nnnc1-c1nc2cc3ccccc3cc2[nH]c1=O | . | . | . | 1.4% | -12.8% | . | -27.2
C=CCNC(=O)CC(=O)N/N=C/c1cccs1 | 5.3% | -0.7% | -0.1% | 5.3% | 0.0% | -3.4% | -11.7
O=C(NCCNCc1ccccc1)c1ccco1 | . | . | 0.9% | -9.8% | -1.2% | . | -15.7
CN(C)c1nc(N)ncc1-c1ccc(Oc2ccccc2)cc1 | 0.6% | -3.5% | -7.4% | -4.6% | -2.8% | -24.9% | .
OC[C@@H]1CN(Cc2ccc3c(c2)OCO3)C[C@H](n2cnc3c(NC4CCCC4)ncnc32)O1 | . | . | . | 3.3% | -6.6% | . | 9.4
O=C(NC(=S)N1CCN(C/C=C/c2ccccc2)CC1)c1ccco1 | -2.2% | -3.3% | 1.0% | -11.9% | 74.0%[activator] | 17.4% | ?
Cn1cnc(C(=O)N2CCN(c3ccccc3)CC2)c1C(=O)N1CCN(c2ccccc2)CC1 | 1.2% | . | ? | -10.4% | -7.8% | 102.2%[activator] | ?
C=CCN(CC(=O)NCc1ccc(F)cc1)C(=O)c1csnn1 | 1.1% | -0.7% | 0.7% | 2.0% | -14.3% | -13.3% | 12.4
O=C(c1ccco1)N1CCN(C2CCCC2)CC1 | -15.1% | -1.3% | 4.3% | 22.2% | -12.1% | -13.4% | 5.9
O=C1CCC(=O)N1c1ccc(NCc2ccccc2Cl)c([N+](=O)[O-])c1 | -9.8% | 3.2% | 13.5% | -1.6% | 7.1% | -5.4% | 50.1
Cc1ccc(-c2nc(N)sc2CC(=O)OCC(=O)NC2CCCC(C)C2C)cc1 (stereo unspecified) | -7.5% | 1.2% | 31.2%[activator] | -26.5% | -5.5% | -18.4% | 14.3
S=C(NCCSCc1ccc(Cl)c(Cl)c1)Nc1ccccc1 | . | . | -9.6% | -5.8% | 32.0%[activator] | . | -21.7
CC1CCCCN1C(=O)CSc1nnc(-c2ccc(Cl)s2)o1 (stereo unspecified) | ? | -0.2% | -18.5% | -4.8% | -4.6% | 0.1% | 34.0
COc1ccccc1CN(Cc1cc2cc(C)ccc2[nH]c1=O)Cc1nnnn1Cc1ccco1 | -13.8% | -0.6% | 12.6µM* | 0.6% | -8.0% | -10.1% | -3.8
Cc1cn2c(=O)cc(COC(=O)c3ccccc3F)nc2s1 | 19.5% | . | . | 2.6% | . | . | 11.3
O=C(C=Cc1ccccc1)c1cc(Br)ccc1O | . | . | -22.1% | 1.0% | 1.4% | . | -21.9
O=C(Nc1nnc(S(=O)(=O)N2CCOCC2)s1)c1ccc(Cl)cc1 | ? | -6.1% | -10.9% | 3.6% | 1.7% | -7.7% | 104.5
COc1ccc(N2CCN(C(=O)COC(=O)CNC(=O)c3ccccc3)CC2)cc1 | 0.0% | -10.4% | 15.8% | 5.4% | -11.5% | 5.7% | 18.1
CSCCCNC(=S)N1CCN(S(=O)(=O)c2cccc(C(F)(F)F)c2)CC1 | -9.9% | 0.9% | -1.7% | -2.9% | 5.9% | -5.6% | 14.3
CCn1c(=O)n(CC)c2cc(N3CCCC3)c(NC(=O)c3ccccc3C)cc21 | 0.8% | 0.2% | ? | -3.9% | -10.1% | 100.9%[activator] | -18.3
Cc1cc(C(=O)COC(=O)c2ccc[nH]c2=O)c(C)n1CCc1ccc(F)cc1 | -10.8% | 2.7% | -21.2% | -1.5% | -5.5% | -20.1% | -1.7
C[C@@H]1C(c2cccc(Cl)c2)=NN(c2ccccc2)[C@H]1C(=O)N1CCOC1=O | . | . | 11.0% | 5.2% | 134.7%[activator] | 31.2% | 2.6
Cc1cc2nc(Cl)c(Cl)nc2cc1C | -6.0% | 1.4% | 3.1% | 1.9% | -12.2% | -18.0% | 128.3
O=C1c2ccccc2C(=O)N1CC(=O)N1c2ccccc2Sc2ccccc21 | 3.4% | 0.0% | 9.7% | 3.3% | 15.1% | -6.4% | 16.0
CN1CCN(c2oc(/C=C/c3ccc(F)cc3)nc2C#N)CC1 | 23.3% | . | . | 0.7% | . | . | -16.4
Cc1ccc(-n2c(SCC(=O)NCc3cccs3)nnc2-c2ccoc2C)cc1 | -4.5% | 0.6% | -25.3% | 2.3% | 8.6% | 3.9% | -34.5
CC1CC(C)CN(C(=O)c2cc(-c3ccccn3)nc3ccccc23)C1 (stereo unspecified) | -0.3% | 21.5% | -1.1% | 0.8% | -8.4% | 41.1% | -7.4
CC(C)C[C@H](NC(=O)Nc1ccccc1F)C(=O)O | ? | -0.8% | 10.3% | -5.1% | 9.6% | -1.6% | -17.8
COc1ccc(N=Nc2ccc(N)nc2N)cc1 | -1.0% | -15.6% | -0.9% | -9.5% | ? | -20.4% | 254.9
Cc1ccccc1C(=O)NC(=S)NCCC1=CCCCC1 | 6.8% | 0.7% | 11.0% | 8.3% | 17.1% | -34.7% | -28.8
CCN1CCN(C(=O)CCCn2c(C)c3cnn(-c4ccccc4)c(=O)c3c2C)CC1 | ? | 1.5% | -30.0% | 3.7% | 0.0% | 35.6% | 24.8
Cc1c(C(=O)NCc2ccccc2Br)oc2c1-c1[nH]ncc1CC2 | 11.1% | . | . | -4.6% | . | . | 52.9
O=C(Nc1ccc(F)cc1F)c1ccc(-n2cncn2)nc1 | -5.8% | 1.9% | 10.9% | -5.2% | 8.7% | -7.2% | -25.0
CCn1c(=O)cc(C(F)(F)F)[nH]c1=S | -18.5% | -0.9% | 18.6% | ? | -10.7% | -0.8% | 17.9
Cc1ccc(-n2nnc(-c3nc(-c4cccs4)no3)c2N)cc1C | 1.6% | . | . | 2.9% | . | . | -24.1
Cc1ccc(N2C(=O)C(CN3CCOCC3)C2c2ccccc2)cc1 (stereo unspecified) | -2.3% | 6.1% | 25.9% | 1.6% | -10.2% | 142.6%[activator] | ?
Cc1oc(-c2ccccc2Cl)nc1CSc1nc2c(c(=O)[nH]1)CCC2 | -16.1% | 0.9% | 1.3%[8.37 µM] | 4.0% | 0.0% | -35.7% | -15.5

Retrieved one by one from above:
SMILES | AmpC detergent | LmPK inh | HCV inhibitor | Tb PYK inh | AMA1 RON2 block | AmpC inh no detg | HCMV inh
CCN1CCN(C(=O)CCCn2c(C)c3cnn(-c4ccccc4)c(=O)c3c2C)CC1 | ? | 1.5% | -30.0% | 3.7% | 0.0% | 35.6% | 24.8
COc1ccc(N=Nc2ccc(N)nc2N)cc1 | -1.0% | -15.6% | -0.9% | -9.5% | ? | -20.4% | 254.9
Cc1ccc(-n2nnc(-c3nc(-c4cccs4)no3)c2N)cc1C | 1.6% | . | . | 2.9% | . | . | -24.1
Cc1ccccc1C(=O)NC(=S)NCCC1=CCCCC1 | 6.8% | 0.7% | 11.0% | 8.3% | 17.1% | -34.7% | -28.8

Bioassay records as filed in PubChem BioAssay.
